# Screening results: PubChem, ICCB-Longwood Screening Facility, Harvard Medical School
# Polio RdRp inh: poliovirus RdRp elongation inhibitors, primary screen, biochemical, fluorescence polarization, total intensity. AID 588519, 2011. % elongation, % (compound at 16.7 µg/mL). 0.66% of 150,000 active. Genome polyprotein (Poliovirus type 1 (strain Mahoney)), P03300. poliovirus polymerase elongation; hits give low values; in the data active = % elongation below about 90%; note: some results filed as inactive read as strong as hits
# Target sequence (P03300 1749-2209 limits assumed): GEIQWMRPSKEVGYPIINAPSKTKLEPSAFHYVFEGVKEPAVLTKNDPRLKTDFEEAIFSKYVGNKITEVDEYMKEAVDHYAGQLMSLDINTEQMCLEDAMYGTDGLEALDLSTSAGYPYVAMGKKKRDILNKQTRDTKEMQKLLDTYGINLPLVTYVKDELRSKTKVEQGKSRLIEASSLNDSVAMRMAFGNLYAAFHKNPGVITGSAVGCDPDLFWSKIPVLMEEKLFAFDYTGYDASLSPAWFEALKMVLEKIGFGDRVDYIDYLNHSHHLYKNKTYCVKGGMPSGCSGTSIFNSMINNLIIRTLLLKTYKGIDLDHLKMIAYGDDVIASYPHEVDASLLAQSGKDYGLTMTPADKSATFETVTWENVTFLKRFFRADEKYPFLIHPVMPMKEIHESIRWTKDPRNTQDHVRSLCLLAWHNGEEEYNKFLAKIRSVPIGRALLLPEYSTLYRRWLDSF
# Polio RdRp inh FP z-score: further read-out of Polio RdRp inh, marked with its call; z-score; measured here: FP z-score; hits read low
# Active calls of the source: *. Not all compounds are listed; rates above refer to the full screens.
SMILES,Polio RdRp inh,Polio RdRp inh FP z-score
CCN(c1ccccc1)S(=O)(=O)c1ccc(NC(=O)c2cc(=O)c3cc(C)c(C)cc3o2)cc1,109.0,0.4
C=CCn1c(=N)n(CC(O)C(C)(C)C)c2ccccc21 (centres undefined),103.0,0.2
O=C(NCCc1ccccc1)c1ccc2c(c1)CCN2S(=O)(=O)c1ccc(Br)cc1,108.0,0.4
Cc1c(C(=O)OCC(=O)c2cccs2)oc2ccccc12,108.0,0.6
Cc1ccc(CC(C#N)Sc2nnc(C3CCCCC3)o2)cc1 (centres undefined),104.0,-1
O=C1CCN(C(=O)c2ccc(COc3ccccc3)cc2)CC1,105.0,0.4
O=C(NCCCN1CCN(c2ccccc2F)CC1)c1ccc2nc(Cc3ccccc3)oc2c1,111.0,0.8
Cc1cccc(C(=O)Nc2nnc(S(=O)(=O)N3CCCc4ccccc43)s2)c1,106.0,-0.6
Cc1ccc(C)c(N(C)C(=O)c2cc3c(s2)-c2ccccc2OC3)c1,106.0,0.4
Cc1cc2c(n1-c1ccc(C(=O)NCc3cccc(Br)c3)cc1)CCC(C)C2 (centres undefined),101.0,-1.1

# In another format: 2 of the compounds above.
Compound	Polio RdRp inh	Polio RdRp inh FP z-score
Cc1ccc(C)c(N(C)C(=O)c2cc3c(s2)-c2ccccc2OC3)c1	106.0	0.4
Cc1cc2c(n1-c1ccc(C(=O)NCc3cccc(Br)c3)cc1)CCC(C)C2 (centres undefined)	101.0	-1.1

# Continued:
SMILES,Polio RdRp inh,Polio RdRp inh FP z-score
COc1ccc(-c2nc(CNC(=O)NC3CCCCC3)c(C)o2)cc1,101.0,-1.1
O=C1N(Cc2ccccc2)c2ccccc2C1(O)c1nnc(-c2ccccc2)o1 (centres undefined),100.0,-0.1
CC(=O)N1c2ccccc2C(C)CC12CCCCC2 (centres undefined),102.0,-0.2
CCOc1ccc(-n2c(=O)c3c4c(sc3n(CC(=O)NC(C)CC)c2=O)CCC4)cc1 (centres undefined),109.0,0.8
CN(C)C(=O)NC1c2ccccc2-c2ccccc21,100.0,0.1
CC(C)(C)c1ccc(Cn2c(Cc3ccccc3)nc3ccccc32)cc1,106.0,0.2
Cn1nc(C(=O)NCCNc2ncc(C(F)(F)F)cc2Cl)c2ccccc2c1=O,103.0,0.2
CCOC(=O)C1CCN(C(c2cc3ccc(OC)cc3n3nnnc23)c2nnnn2C2CCCC2)CC1 (centres undefined),102.0,0
O=c1sc2c(s1)SCSCS2,99.0,-0.5
CC12CCC(=O)N1C(C(=O)OCC(=O)Nc1cccc(Br)c1)CS2 (centres undefined),102.0,-0.1
CC1CCCCN1C(=O)COc1ccc(NC(=O)c2ccco2)cc1 (centres undefined),102.0,0.2
O=C(c1cc2c(=O)[nH]c3ccccc3c2s1)N1CCC2(CC1)OCCO2,101.0,0.4
O=C(COC(=O)c1ccncc1)Nc1ccccc1,103.0,-0.1
O=C(CSc1ncc(S(=O)(=O)c2ccc(Br)cc2)c(=O)[nH]1)NCc1ccc(Cl)cc1,105.0,-0.3
C/C(=N\n1c(-c2ccccc2)n[nH]c1=O)c1ccccc1,101.0,-0.1
Cc1ccccc1-c1nc2cc(NCc3cccs3)ccc2o1,101.0,0.1
O=C(NCc1ccccc1)N1CCN(c2ccccc2)CC1,101.0,-0.3
COCCNc1c(-c2ccc(N)cc2)nc2ccc(C)cn12,102.0,0.2
O=C(NCCOc1ccccc1Cc1ccccc1)c1ccc(Br)cc1,100.0,-0.1
Cc1cc(NC(=O)CCS(=O)(=O)c2cc(Br)cc3c2N(C(=O)C2CC2)CC3)ccc1Br,104.0,-0.5
CN(C)CC(=O)c1ccc(-c2ccccc2)cc1,100.0,0.2
CC(C)(C)NC(=O)COc1ccc(CNc2ccc3c(c2)OCCO3)cc1,102.0,0.4
Cc1ccc(N2C(=O)CCSC23C(=O)N(Cc2ccccc2)c2ccccc23)cc1F (centres undefined),107.0,0.3
Cn1c(C(=O)N2CCC3(CC2)OCCO3)cc2c(=O)[nH]c3ccccc3c21,103.0,1.2
O=C(Nc1ccc(F)cc1)C1CC(=O)N2CCN=C2S1 (centres undefined),102.0,-0.4
Cc1cccc(N2CCN(C(=O)C3=NNC(=O)CC3)CC2)c1C,94.0,-1
O=C(CN1C(=O)c2ccccc2C1=O)NN1C(=O)CSC1=S,97.0,-0.8
COc1ccc(-c2cnc(C)o2)cc1S(=O)(=O)Nc1ccc(C)c(F)c1,105.0,-0.2
N#Cc1ccc(OCOc2ccc(C#N)cc2)cc1,109.0,0.6
CCc1cccc(NC(=O)c2ccc3c(=O)n4nc(Nc5ccccc5OC)sc4nc3c2)c1,98.0,-1.7

# Copied from the list:
# Entry for O=C(Nc1ccc(F)cc1)C1CC(=O)N2CCN=C2S1 (centres undefined) under Polio RdRp inh FP z-score: -0.4
# Entry for CN(C)CC(=O)c1ccc(-c2ccccc2)cc1 under Polio RdRp inh: 100.0
# Entry for CC(C)(C)NC(=O)COc1ccc(CNc2ccc3c(c2)OCCO3)cc1 under Polio RdRp inh: 102.0
# Entry for COc1ccc(-c2cnc(C)o2)cc1S(=O)(=O)Nc1ccc(C)c(F)c1 under Polio RdRp inh: 105.0
# Entry for Cc1cccc(N2CCN(C(=O)C3=NNC(=O)CC3)CC2)c1C under Polio RdRp inh FP z-score: -1

# The list continues:
SMILES,Polio RdRp inh,Polio RdRp inh FP z-score
CN1CCN(NC(=O)c2ccc(-c3ccccc3)cc2)CC1,100.0,-0.6
CN(C)C1(CNC(=O)NC(=O)c2ccccc2)CCCCC1,96.0,-0.5
CCOc1ccc(C2=C(CN3CCOCC3)C(c3ccccc3)c3ccccc3O2)cc1 (centres undefined),105.0,0.7
Cc1ccc(NCC2COc3ccccc3O2)cc1 (centres undefined),97.0,-0.6
Oc1ccc(/C=N/N=C/c2ccc(O)cc2)cc1,102.0,0.4
Cc1cccc(C(=O)NNc2ncnc3c2cnn3-c2ccc(C)cc2C)c1,107.0,0
O=S(=O)(C1=CC23CCCC2(C=C(S(=O)(=O)c2ccc(Cl)cc2)C3)C1)c1ccc(Cl)cc1 (centres undefined),107.0,0.5
COc1ccc(C2c3cc(OC)c(OC)cc3CC(=O)N2c2ccc(C)c(F)c2)cc1 (centres undefined),105.0,-0.4
Oc1c(C(c2ccc(Cl)cc2)N2CCCC2)sc2nc(-c3ccco3)nn12 (centres undefined),111.0,1
CCn1cc(S(=O)(=O)c2ccc(C)cc2)c(=O)c2cc(F)c(N3CCOCC3)cc21,103.0,0.1

# 2 compounds drawn at random from the list so far, as already listed:
SMILES,Polio RdRp inh,Polio RdRp inh FP z-score
Oc1c(C(c2ccc(Cl)cc2)N2CCCC2)sc2nc(-c3ccco3)nn12 (centres undefined),111.0,1
Oc1ccc(/C=N/N=C/c2ccc(O)cc2)cc1,102.0,0.4

# Further entries.
SMILES,Polio RdRp inh,Polio RdRp inh FP z-score
Cc1csc(=O)n1CCC(=O)OCN1C(=O)c2ccccc2C1=O,101.0,0
Cc1cc2ncc(-c3ccn(S(=O)(=O)c4ccc(Cl)cc4)c3)nc2cc1C,57.0,-7.7
Cc1cnc(NCCc2ccccc2)s1,98.0,-0.6
O=C(Nc1ccccc1Cl)c1cc(-c2cccs2)nc2ccccc12,100.0,-0.2
CCc1onc(C)c1C(=O)O,103.0,0.2
C/C=C/c1ccc(OC)cc1,99.0,0
COc1ccc(OC)c2sc(N(CCCN(C)C)C(=O)c3ccco3)nc12,97.0,-1.9
COc1cc2c(cc1OC)n(CC(=O)Nc1ccc(C)cc1C)c(=O)n1nc(-c3ccccc3)nc21,103.0,-0.8
Cc1ccc(Cl)cc1NC(=O)Cn1nnc2sc3c(c2c1=O)CCC(C(C)(C)C)C3 (centres undefined),108.0,0.1
O=C(Cn1nc(Cc2ccncc2)c2ccccc2c1=O)Nc1cccc(C(F)(F)F)c1,108.0,1.2
COC(=O)C1CCC(=O)C(C(=O)OC)C1 (centres undefined),96.0,-1.1
CCOC(=O)c1cc2c(C(F)(F)F)cc(C(F)(F)F)nc2s1,106.0,0.3
CCCn1c2ccccc2c2cnn(CC(=O)Nc3ccccc3OC)c(=O)c21,106.0,0.5
COc1ccc(OC)c(NC(=O)C(C)n2c(=O)cc(C)c3c(C)nn(-c4ccccc4)c32)c1 (centres undefined),110.0,1.2
Cc1nn(-c2ccccc2)c(C)c1/C=N/n1c(=S)[nH]nc(C)c1=O,104.0,0.6
CCSc1nc2sc3c(c2c(=O)n1-c1ccc(C)cc1)CCCC3,104.0,0
CCOc1ccc(Cn2c(CNS(=O)(=O)c3cccc(Cl)c3)nc3cccnc32)cc1,105.0,-0.5
O=C(Nc1c(C(=O)O)oc2ccccc12)c1ccc(C(F)(F)F)cc1,108.0,0.9
Cc1c(C(=O)Nc2ccc(F)cc2F)sc2ncnc(N3CCC(C)CC3)c12,102.0,0.1
Cc1cc2c(cc1S(=O)(=O)C(C)CC(=O)NC1CCC(C)CC1)OCC(=O)N2 (centres undefined),113.0,1.5
CCC1(C)NC(=S)N(c2ccccc2)N1 (centres undefined),100.0,-0.2
COc1ccccc1N1CCN(C(CNC(=O)C(=O)NCCc2ccccc2)c2cccnc2)CC1 (centres undefined),107.0,-0.3
O=C(c1cccnc1)N1N=C(C(F)(F)F)CC1(O)c1ccncc1 (centres undefined),109.0,0.9
COc1ccc(-c2csc3ncnc(NCCSCc4ccco4)c23)cc1,98.0,-0.3
O=C1CSC(c2ccccc2)N1C1CC1 (centres undefined),105.0,0.3
Cc1ccc(NC(=O)c2ccc(-n3c(C)nnc3C)cc2)cc1F,105.0,-0.5
CC1CCc2c(sc3nnn(Cc4ccccc4)c(=O)c23)C1 (centres undefined),107.0,0.6
Cc1cccc(N2CC(c3nc4ccccc4[nH]3)CC2=O)c1 (centres undefined),101.0,-0.3
O=C(COC(=O)/C=C/c1ccco1)Nc1ccccc1C(F)(F)F,104.0,0.8
COc1cc2c(=O)c(S(=O)(=O)c3ccccc3)cn(CC(=O)Nc3ccccc3C)c2cc1OC,107.0,0

# Record cards (already shown). Order of values: Polio RdRp inh | Polio RdRp inh FP z-score
# `Cc1cccc(N2CC(c3nc4ccccc4[nH]3)CC2=O)c1` (centres undefined) is entered as 101.0 | -0.3
# `COc1cc2c(=O)c(S(=O)(=O)c3ccccc3)cn(CC(=O)Nc3ccccc3C)c2cc1OC` is entered as 107.0 | 0

# More structures.
SMILES,Polio RdRp inh,Polio RdRp inh FP z-score
O=C(CSc1nncn2c1cc1occc12)NCCc1ccccc1,100.0,-0.5
Cc1ccc2c(c1)c1c(n2C)C(O)CCC1 (centres undefined),99.0,0
Cc1ccc(NC(=O)C2=C(O)CCn3c2nc2ccccc23)cc1,99.0,-0.1
COCCCNC(=O)Cn1c(=O)n(-c2cccc(C)c2)c(=O)c2c1c1cc(C)ccc1n2C,101.0,-0.3
COc1ccc(CNC(=O)c2cc3c(=O)n(Cc4cccs4)ccc3nc2C)cc1,102.0,-0.9
Cc1n[nH]c(C)c1S(=O)(=O)N(CC(=O)NCc1ccccc1Cl)c1ccc(C(C)C)cc1,103.0,-0.2
COc1ccc(NC2CS(=O)(=O)CC2OC(=O)c2ccc(F)cc2)cc1 (centres undefined),106.0,0.4
COCCn1c(CNC(=O)c2cc(OC)c(OC)c(OC)c2)nc2cccnc21,110.0,0.5
COc1cc(C(=O)NCc2nnc(SCC(=O)NC3CCCCC3)o2)cc(OC)c1OC,101.0,0.1
CCOC(=O)N1CCN(C(=O)CN(C)S(=O)(=O)c2cc(Cl)ccc2Cl)CC1,102.0,0.2
O=C(NC(O)C(=O)c1cccs1)c1ccncc1 (centres undefined),104.0,0.4
COc1ccccc1CNc1ccccc1F,104.0,0.8
CC1(C)O[C@@H]2C[C@H]3[C@@H]4CCC5=CC(=O)CC[C@]5(C)[C@@]4(F)[C@@H](O)C[C@]3(C)[C@]2(C(=O)CCl)O1,101.0,0.1
CCCCNC(=O)c1ccc2c(c1)NC(=O)C(C)N2 (centres undefined),113.0,2.2
COc1cccc(C(=O)c2sc(Nc3ccc(C)cc3C)c(S(=O)(=O)c3ccccc3)c2N)c1,111.0,0.8
CC(C)(C)C(=O)N1CCN(c2nc3c(F)cccc3s2)CC1,108.0,0.3
O=C1Nc2ccccc2/C1=N/n1c(-c2ccc(Cl)cc2)n[nH]c1=S,95.0,-0.5
Cc1cc(C)cc(NC(=O)Cc2noc3ccccc23)c1,105.0,-0.2
COc1ccc(NC(=O)CN2CCN(Cc3ccccc3Cl)S2(=O)=O)cc1Cl,102.0,-1
COc1ccccc1CNC(=O)Cn1ncc2c(C)n(Cc3ccccc3Cl)c(C)c2c1=O,112.0,1
COc1ccc2ccc(OC)c(/C=C3/NC(=O)NC3=O)c2c1,100.0,0.1
CC1=C(C)CC(C(=O)Nc2ccc3c(c2)oc2ccccc23)C(C(=O)O)C1 (centres undefined),103.0,0
O=C(/C=C/c1cccs1)NC1CCCC1,106.0,0.4
CCc1ccc(N(CC)C(=O)Cn2c(=O)oc3ccccc32)cc1,106.0,0.2
Cc1ccc(CS(=O)(=O)c2ncc(Cl)c(C(=O)Nc3nc4ccc(F)cc4s3)n2)cc1,109.0,0.4
O=C(CS(=O)(=O)c1nc(-c2ccccc2)cn1-c1ccc(Cl)cc1)Nc1ccccc1,100.0,0.1
CCCCc1ccc(C(=O)Nc2ccc3nc(N(CC)CC)cc(C)c3c2)cc1,103.0,-0.6
C/C(=N\NC(=O)c1cc(-c2ccccc2Cl)n[nH]1)c1ccco1,106.0,1
COc1ccc(-c2noc(CC(=O)NCCC(C)C)n2)cc1,102.0,-0.1
CC(O)CNc1nc2ccccc2n1CC(=O)N(Cc1ccccc1)C(C)C (centres undefined),100.0,-0.2
CCc1cccc(NC(=O)c2c(C)oc3nc(C)nc(N4CCCC4)c23)c1,108.0,0
CCOC(=O)c1cnc(COc2ccc(OC)cc2)[nH]c1=O,102.0,0.2
CCc1ccc(CNC(=O)c2ccc3c(c2)N=C(C)c2cc(C)ccc2S3)cc1,117.0,1.3
COc1cccc(-c2noc(CCC(=O)N(C)C)n2)c1,102.0,0.1
CCc1cccc(NS(=O)(=O)c2ccc3c(c2)CC(C)N3C(=O)C2CC2)c1 (centres undefined),110.0,0.5
CC(C)CC(=O)NN,101.0,0
N#CC(C#N)=Cc1c(-c2ccccc2)nc2n1CCS2,94.0,-3
COc1ccc(-c2cc3ccc(O)c(CN4CCCC(C)C4)c3oc2=O)cc1 (centres undefined),107.0,-0.1
O=C1OC(c2ccccc2F)=N/C1=C\c1cccc(C(F)(F)F)c1,98.0,-1
